# Screening results deposited in PubChem by National Center for Advancing Translational Sciences (NCATS).
# RECQ1 helicase: blocks DNA unwinding by human RECQ1. 240,000 compounds, 0.54% hits. Potency, µM (titrated, usually from 57.3 µM), for the others: at the highest dose activity, negative = inhibition, actives largely listed as inhibitors. RECQ1 DNA unwinding, red fluorescence kinetic read;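 note: plate controls were vehicle for no effect and no enzyme for full effect; nearly all actives have a fitted effect of over 30% in size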
#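 RECQ1T1 50 nM; forked duplex (20 bp + 30-nt ss tails) 200 nM, ATP 2 mM final; pH 8.0, 2 mM MgCl2, 2.5 ug/ml poly(dI-dC); 15 min compound preincubation; discontinuous kinetic read over 2 h at RT.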
# L3MBTL1 inh: inhibitors of human L3MBTL1 | Q9Y468 | AlphaScreen L3MBTL1–H3K9me1 peptide binding | Potency, µM (highest dose often 57.1 µM), without a hit: at the highest dose activity, negative = inhibition, actives largely listed as inhibitors | 230,000 compounds, 0.66% hits; note: nearly all actives have a fitted effect of over 60% in size
# Target sequence (Q9Y468 whole entry, looked up): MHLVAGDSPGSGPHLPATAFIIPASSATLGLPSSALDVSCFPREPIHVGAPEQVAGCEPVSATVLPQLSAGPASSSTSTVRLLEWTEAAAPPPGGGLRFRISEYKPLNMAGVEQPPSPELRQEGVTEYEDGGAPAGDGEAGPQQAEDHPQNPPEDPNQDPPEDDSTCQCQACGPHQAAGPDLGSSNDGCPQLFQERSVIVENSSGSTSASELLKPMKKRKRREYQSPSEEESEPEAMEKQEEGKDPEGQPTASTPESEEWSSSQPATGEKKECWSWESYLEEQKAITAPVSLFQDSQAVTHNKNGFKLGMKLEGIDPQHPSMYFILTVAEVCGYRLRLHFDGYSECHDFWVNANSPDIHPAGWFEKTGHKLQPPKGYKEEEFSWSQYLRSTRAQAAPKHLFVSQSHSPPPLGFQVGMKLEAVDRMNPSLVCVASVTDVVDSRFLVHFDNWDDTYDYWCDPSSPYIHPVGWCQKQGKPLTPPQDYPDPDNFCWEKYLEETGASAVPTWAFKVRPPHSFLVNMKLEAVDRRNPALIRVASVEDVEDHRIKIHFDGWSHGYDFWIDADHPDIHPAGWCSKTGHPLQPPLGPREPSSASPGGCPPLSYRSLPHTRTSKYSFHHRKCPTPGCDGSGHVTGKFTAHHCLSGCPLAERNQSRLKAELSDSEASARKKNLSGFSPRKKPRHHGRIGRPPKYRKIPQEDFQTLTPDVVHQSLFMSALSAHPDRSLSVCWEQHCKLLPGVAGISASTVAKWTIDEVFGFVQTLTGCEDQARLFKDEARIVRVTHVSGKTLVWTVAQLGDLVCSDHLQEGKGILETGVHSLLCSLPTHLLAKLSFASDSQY
#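 Displacement of a biotinylated histone H3(1-15) peptide monomethylated at Lys9 (75 nM) from L3MBTL1 (50 nM) was measured by AlphaScreen after a 30 min room-temperature compound incubation; cefsulodin titration served as intraplate control.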
# TexasRed fluor: counter-screen for TRb-SRC2 inhibitors: fluorescence interference; TRb/SRC2 Texas Red total fluorescence interference; Potency, µM (titrated, usually from 106 µM), for inactives: at the highest dose fluorescence change, negative = quenching; 280,000 compounds, 0.29% hits; AID 1479; active = well fitted curve in either direction with a large enough effect; inconclusive = small, poorly fitted or top-dose-only effect
#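 Human TRb ligand-binding domain at 0.6 uM with 20 nM Texas Red SRC2 peptide in Tris buffer containing 1 uM T3 and 5% DMSO, incubated with compound 5 h at ambient temperature. Total fluorescence (555/632 nm) calculated as parallel + 2 × perpendicular.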
# Tau fibril ThT: inhibitors of human tau fibril formation, thioflavin T binding; recombinant tau K18 P301L, heparin-induced fibrillization, ThT fluorescence; Potency, µM (top dose mostly 57.4 µM), for inactives: top-dose activity, negative = inhibition, hits mostly inhibitors; 270,000 compounds, 2.1% hits; note: nearly all actives have a fitted effect of over 55% in size
# Target sequence (P10636 561-689 P618L limits assumed): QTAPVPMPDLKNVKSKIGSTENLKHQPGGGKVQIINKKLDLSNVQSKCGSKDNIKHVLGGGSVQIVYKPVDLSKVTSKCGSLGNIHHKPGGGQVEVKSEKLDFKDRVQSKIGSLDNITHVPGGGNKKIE
#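 Fibril formation assay: tau K18 P301L at 15 uM with trace Alexa 594 label, heparin inducer 20 uM, pH 7 sodium acetate buffer, 37 C for 6 hr; endpoint ThT signal.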
# TRb-SRC2 inh: inhibitors of human thyroid hormone receptor beta-SRC2 interaction | 280,000 compounds, 0.065% hits | Potency, µM (titrated, usually from 106 µM), for inactives: at the highest dose activity change, negative = inhibition, most hits filed as inhibitors | P10828 | AID 1469 | TRbeta-SRC2 peptide binding, fluorescence polarization; receptor liganded with 1 µM T3;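 note: plate controls were bound peptide for no effect and peptide without receptor for full effect; nearly all actives have a fitted effect of over 50% in size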
#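 Polarization signal, normalized between peptide-alone and full complex controls, measured compound effects on T3-liganded human TRb LBD (0.6 uM) binding 20 nM Texas Red SRC2 peptide after 5 hr.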
# Tau FP inhib: blocks human tau fibril formation measured by polarization; P10636; 280,000 compounds, 0.39% hits; Potency, µM (series often up to 57.7 µM), for inactives: top-dose activity, negative = inhibition, usual class: inhibitors; K18 P301L tau heparin fibrillization, Alexa594 FP, 6 h; note: nearly all actives have a fitted effect of over 55% in size
#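 Human K18 P301L fragment (15 uM unlabeled plus 0.24 uM Alexa 594-labeled) in 100 mM sodium acetate pH 7 with compound, aggregation induced by 20 uM heparin for 6 hr at 37 C. ThT (30 uM) added for 1 hr, then Alexa 594 FP read.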
# KDM4E inh: inhibitors of human JMJD2E histone demethylase; B2RXH2; 230,000 compounds, 1.6% hits; JMJD2E catalytic domain, FDH-coupled NADH fluorescence (FDH is formaldehyde dehydrogenase); Potency, µM (titrated, usually from 57.1 µM), without a hit: at the highest dose activity change, negative = inhibition, usual class: inhibitors; active = well fitted inhibition curve with a large enough effect, not every such curve was filed as active; inconclusive = small, poorly fitted or top-dose-only effect, or another doubt; inactive = no such curve, though single readings can be large or run the other way;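 note: 0% = wells with enzyme and -100% = buffer wells without enzyme; nearly all actives have a fitted effect of over 50% in size; many of its hits are not listed in these tables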
# RGS12 GoLoco inh: RGS12 GoLoco-Gai1 interaction inhibition. P63096. Gai1:RGS12 GoLoco peptide FP, rhodamine, 10 min. Potency, µM (doses to about 61.6 µM), for inactives: at the top dose activity, negative = inhibition, most hits filed as inhibitors. 230,000 compounds, 0.44% hits; active = well fitted inhibition curve with a large enough effect, not every such curve was filed as active; inactive = no such curve, though single readings can be large or run the other way; note: nearly all actives have a fitted effect of over 30% in size; many of its hits are not listed in these tables
# Numbers without * were called inactive; i = inactive; ? = inconclusive; / = no result given; & = joins results of further samples; [ ] = dose if it differs, or a comment. Unless noted, calls come from the whole dose curve; as a rule, active = well fitted curve in the direction sought with a large enough effect; inconclusive = small, poorly fitted or top-dose-only effect, or another doubt; inactive = no such curve, though single readings can be large; an effect the other way counts as inactive or inconclusive. Unless noted, % is set by controls: 0 for no effect and ±100 for the full control effect; potency is the fitted concentration of half-maximal effect.
SMILES,RECQ1 helicase,L3MBTL1 inh,TexasRed fluor,Tau fibril ThT,TRb-SRC2 inh,Tau FP inhib,KDM4E inh,RGS12 GoLoco inh
COc1ccc(NC(=O)c2cc3c(Cl)nc4ccccc4c3s2)c(OC)c1,3%,3%,0%,-18%,-3%,5%,2%,4%
CCCOC(=O)c1ccc(N2C(=O)c3ccccc3C2=O)cc1,-9%,15%,1%,-1%,-6%,-4%,-3%,2%
CC(C)(C)OC(=O)N1CCC(c2c(C(=O)N3CCOCC3)cnn2-c2ccccc2Cl)CC1,/,/,-5%,-2%,6%,-2%,/,/
Cc1ccc2nc(-c3ccc(N4C(=N)SC5CS(=O)(=O)CC54)cc3)sc2c1 (stereo unspecified),-2%,-2%,-5%,8%,-5%,-5%,-16%,/
Cc1ccc(N2C(=O)CSC23C(=O)N(CC(=O)NCc2ccccc2)c2ccccc23)cc1 (stereo unspecified),/,/,?,-5%,-19%,-5%,/,/
O=C(NCc1cccnc1)c1ccccc1-c1nc(-c2ccccc2)no1,0%,-9%,-7%,-8%,-7%,-2%,8%,-2%
O=[N+]([O-])c1ccc(COc2ccc(-c3[nH]ncc3-c3ccc(Cl)cc3)c(O)c2)cc1,-11%,7%,-103%[53 µM],5%,74%[53 µM],-2%,-4%,-19%
COc1cccc(/C=N/NC(=O)c2[nH]nc3c2CCc2ccccc2-3)c1O,-4%,-15%,-1%,?,-19%,?,-6%,37%[activator]
CCOC(=O)CN1C(=O)C(CC)Oc2ccc(Cl)cc21 (stereo unspecified),-2%,1%,0%,-6%,-19%,?,-2%,2%
N#C/C(=N\Nc1ccccc1)C(=N)N1CCCCCC1,-17%,-6%,0%,?,-8%,14%,-1%,211%[activator]
CCOC(=O)CC(NC(=O)Cn1nnc(-c2ccccc2)n1)c1ccc(OC)cc1 (stereo unspecified),i,/,-5%,-5%,-5%,0%,1%,-1%
O=C(c1ccccc1Cl)N1CCSCC1,-9%,17%,-2%,0%,-4%,-11%,3%,-6%
Cc1cccc(-n2ccnc2SCC(=O)Nc2cc(C(F)(F)F)ccc2Cl)c1,/,/,-3%,-4%,4%,-1%,/,/
Nc1ncnc(Sc2ccc(Cl)cc2)c1[N+](=O)[O-],-6%,-1%,-3%,-12%,3%,-4%,-6%,5%
O=C(NCc1ccc2[nH]c3c(c2c1)CCCC3)N1CCOCC1,5%,/,7%,?,-7%,-10%,?,4%
O=C(NCCCN1CCOCC1)c1cc(C(=O)C2CC2)c[nH]1,-6%,4%,0%,-2%,-13%,-1%,11%,-3%
CN(C)c1ccc(Cl)cc1N,i,-10%,2%,-4%,1%,4%,-1%,5%
CC(=O)Nc1ccc(S(=O)(=O)N2CCSC2c2ccccc2Cl)cc1 (stereo unspecified),-11%,-3%,-3%,9%,-1%,-20%,4%,-1%
C=CCN(CC=C)C(=S)NC(=O)/C=C/c1ccc(C)cc1,12%,-11%,-7%,12%,0%,4%,-4%,0%
CCCCCCOc1ccc(C(=O)O)cc1,5%,-10%,-1%,-14%,-3%,-1%,7%,1%
COc1ccc(C[C@@H]2CN3C(=NC[C@@H]3C)N2CCNC(=O)c2ccc(C)c(Br)c2)cc1,-3%,3%,1%,-3%,-3%,0%,3%,4%
CCC(=O)OC1(C)C(=O)C2=COC(c3ccc(OC)cc3)=CC2=C(Br)C1=O (stereo unspecified),?,/,-1%&-14%,16µM*,3%&15%,-7%&-14%,7%&-17%,-2%&22%
CN(C)/C=N/c1c(C#N)cnn1-c1ncnc2sc(-c3ccccc3)cc12,i,-7%,1%,-5%,-17%,-10%,?,/
Cc1ccc(Cl)cc1N1CCN(C(=O)c2cc(S(=O)(=O)N3CCCC3)cn2C)CC1,/,/,5%,2%,1%,-14%,/,/
CCN(CC)S(=O)(=O)c1cc(C(=O)Nc2ccncc2)ccc1Cl,0%,3%,-2%,5%,-16%,-6%,6%,9%

# 6 entries drawn at random from those above:
SMILES,RECQ1 helicase,L3MBTL1 inh,TexasRed fluor,Tau fibril ThT,TRb-SRC2 inh,Tau FP inhib,KDM4E inh,RGS12 GoLoco inh
CCN(CC)S(=O)(=O)c1cc(C(=O)Nc2ccncc2)ccc1Cl,0%,3%,-2%,5%,-16%,-6%,6%,9%
CCCOC(=O)c1ccc(N2C(=O)c3ccccc3C2=O)cc1,-9%,15%,1%,-1%,-6%,-4%,-3%,2%
CN(C)/C=N/c1c(C#N)cnn1-c1ncnc2sc(-c3ccccc3)cc12,i,-7%,1%,-5%,-17%,-10%,?,/
COc1ccc(C[C@@H]2CN3C(=NC[C@@H]3C)N2CCNC(=O)c2ccc(C)c(Br)c2)cc1,-3%,3%,1%,-3%,-3%,0%,3%,4%
CC(C)(C)OC(=O)N1CCC(c2c(C(=O)N3CCOCC3)cnn2-c2ccccc2Cl)CC1,/,/,-5%,-2%,6%,-2%,/,/
N#C/C(=N\Nc1ccccc1)C(=N)N1CCCCCC1,-17%,-6%,0%,?,-8%,14%,-1%,211%[activator]

# Complete entries, quoted from the list. Order of values: RECQ1 helicase	L3MBTL1 inh	TexasRed fluor	Tau fibril ThT	TRb-SRC2 inh	Tau FP inhib	KDM4E inh	RGS12 GoLoco inh
# Results for CCCCCCOc1ccc(C(=O)O)cc1 : 5%	-10%	-1%	-14%	-3%	-1%	7%	1%
# Results for Cc1ccc2nc(-c3ccc(N4C(=N)SC5CS(=O)(=O)CC54)cc3)sc2c1 (stereo unspecified) : -2%	-2%	-5%	8%	-5%	-5%	-16%	/
# Results for Cc1ccc(N2C(=O)CSC23C(=O)N(CC(=O)NCc2ccccc2)c2ccccc23)cc1 (stereo unspecified) : /	/	?	-5%	-19%	-5%	/	/

# The listing continues:
SMILES,RECQ1 helicase,L3MBTL1 inh,TexasRed fluor,Tau fibril ThT,TRb-SRC2 inh,Tau FP inhib,KDM4E inh,RGS12 GoLoco inh
Cc1ccc(OCC(=O)N/N=C/c2ccccc2)c([N+](=O)[O-])c1,i,/,-1%,-14%,3%,-1%,1%,4%
CCN(C(=O)c1cnc(N2CCOCC2)c2ccccc12)c1cc(C)ccc1C,/,/,2%,-2%,2%,12%,/,/
COc1ccc(-c2nc(CS(=O)CC(=O)NCc3ccco3)c(C)o2)cc1 (stereo unspecified),-12%,-3%,0%,-19%,1%,-6%,?,7%
COc1cc2c(-c3cccc(Cl)c3)nc3c(c(C)nn3-c3ccccc3)c2cc1OC,/,/,4%,1%,2%,2%,/,/
COC(=O)c1[nH]c2ccc(C)cc2c1NC(=O)CN1CCCc2ccccc21,-1%,-66%,-1%,13%,2%,0%,-1%,12%
CC(C)N=Cc1c(O)[nH]c2ccccc12,-12%,/,1%,1%,5%,3%,7%,3%
O=S(=O)(c1ccc(Cl)cc1)c1nnn2c1nc(NCc1cccs1)c1sccc12,/,/,-2%,16%,-1%,?,/,/
CC(C)CCN(C(=O)CNC(=O)c1cccs1)C(C(=O)NC1CCCCC1)c1cccnc1 (stereo unspecified),i,/,0%,3%,1%,-1%,-17%,-2%
Cc1cc(=O)[nH]c(SCC(=O)Nc2ccc(Br)cc2)c1C#N,-1%,/,0%,?,4%,-10%,7%,4%
O=[N+]([O-])c1ccc2c(c1)c1ccccc1n2CCO,-4%,-12%,-5%,?,1%,-5%,3%,3%
Cc1ccc(C2CC(=O)c3cnc(N4CCc5ccccc5C4)nc3C2)cc1 (stereo unspecified),-4%,-2%,-1%,-9%,-18%,10%,0%,-1%
S=C(NCCc1ccccc1)N1CCn2cccc2C1c1cccnc1 (stereo unspecified),-2%,3%,-1%,-14%,-5%,0%,-7%,5%
CCCCNC(=O)C(=O)N/N=C/c1cccc(Br)c1,-6%,-10%,-1%,-2%,2%,6%,3%,1%
CC1CN(c2cc3nccnc3cc2F)CC(C)O1 (stereo unspecified),-4%,4%[11.4 µM],-3%,-17%,-2%,3%,?,-7%
CCc1ccc(-n2c(C)nc3cc(C(=O)NCCc4ccccc4)ccc32)cc1,/,/,-2%,?,5%,?,/,/
COc1ccc(CCNC(=O)C(C(=O)c2ccccc2)n2cc(Cl)ccc2=O)cc1OC (stereo unspecified),-2%,12%,-1%,-1%,4%,0%,-5%,4%
CC1CCCCC1NC(=O)CSc1ccsc1[N+](=O)[O-] (stereo unspecified),i,-7%,-3%,?,-2%,3%,1%,24%
O=C(O)CSc1cnc2ccccc2n1,-8%,/,1%,0%,-23%,0%,?,-13%
COc1ccc(Cl)cc1NC(=O)C1CCCN(c2ncnc3onc(C)c23)C1 (stereo unspecified),/,/,5%,3%,17%,-7%,/,/
CCCCOC(=O)CCCc1ccc([N+](=O)[O-])cc1[N+](=O)[O-],13%,-36%,-3%,-14%,-2%,8%,-1%,-6%
COc1ccc(NS(=O)(=O)c2ccc3[nH]c4c(c3c2)CCCCC4)cc1,/,/,?,?,-2%,-11%,/,/
CC(C)CN1CCNC(=O)C1CC(=O)NCCCN1CCCc2ccccc21 (stereo unspecified),-29%,-8%,-1%,-16%,-6%,-5%,?,16%
Cc1cc(N2C(=O)C(O)=C(C(=O)c3ccco3)C2c2cccnc2)no1 (stereo unspecified),11%,3%,1%,-18%,-5%,-1%,-5%,0%
O=C(Cn1cc(S(=O)(=O)c2ccc(F)cc2)c(=O)c2cc3c(cc21)OCO3)Nc1ccccc1,/,/,-1%,?,-7%,-12%,/,/
CCCCCn1c(=O)[nH]c2cc(C(=O)NCCCN3CCCCC3)ccc2c1=O,-4%,41%[activator],0%,2%,-15%,-4%,0%,-13%
Cc1ccccc1CSc1nnc(-c2cccnc2)n1N,-5%,/,-1%,-12%,-7%,-4%,5%,11%
O=C1CCCC(O)=C1N=Nc1cccc(S(=O)(=O)N2CCOCC2)c1,5%,-6%,18%,0%,?,6%,-2%,-1%

# Some of the compounds tested, so the mix of outcomes need not match the whole.
